Source: PubChem BioAssay
MDM2 E3 inh: MDM2-luciferase reporter signal enhancers, primary screen, MDM2 E3 ligase inhibitor project, cell-based, luminescence, 1536-well; E3 ubiquitin-protein ligase Mdm2 (Homo sapiens), Q00987; cell-based MDM2 ubiquitination luciferase reporter, 2 h; 0 = plate control, 100 = twice control, blank-subtracted; signal enhancement, % at 5 µM; 210,000 tested, 0.11% active;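 active = signal enhancement of 30% or more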;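 note: luminescence tracks abundance of the self-degrading MDM2-luciferase fusion protein; higher signal means inhibition of MDM2 E3 ligase activity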
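Buffer or medium: Cells held in DMEM | Assay system: Stable mammalian line carrying autodegrading MDM2–luciferase fusion reporter | Quantity: 2000 cells/well | Times: 4 h settle plus 2 h compound, 37 °C | Doses: One concentration, 5 µM, with 0.2% DMSO | Technique: Luminescence with SteadyLite reagent, 15 min at room temperature | Benchmarks: Plate controls and plate blanks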
FXIIa inh: human FXIIa protease inhibitors, primary screen, biochemical, 1536-well. purified FXIIa, Boc-QGR-AMC fluorogenic substrate, 2 h. inhibition, % at 5 µM. 220,000 tested, 0.3% active. AID 800, 2007; in the data active = inhibition above about 40%;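 note: 0% = enzyme with no compound and 100% = blank without enzyme; many of its hits are not listed in these tables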
p97 inhibitor: inhibitors of human p97 ATPase, primary screen, biochemical | AID 1481, 2009 | 220,000 tested, 0.42% active | Transitional endoplasmic reticulum ATPase (Homo sapiens), P55072 | inhibition, % at 8 µM | recombinant p97 ATPase, Kinase-Glo ATP luminescence, 3 h; in the data active = inhibition above about 15%;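 note: 0% = DMSO vehicle and 100% = wells lacking enzyme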
Rad51 HR inh: human RAD51 strand exchange inhibitors, primary screen, biochemical, fluorescence | AID 1385, 2008 | hRad51 DNA strand exchange, fluorescence dequenching | inhibition, % at 10 µM | 200,000 tested, 0.085% active;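 active = inhibition above 40% at the single screening dose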;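 note: 0% = DMSO control wells and 100% = blanks with heterologous ssDNA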
Target sequence (Q06609 whole entry, looked up): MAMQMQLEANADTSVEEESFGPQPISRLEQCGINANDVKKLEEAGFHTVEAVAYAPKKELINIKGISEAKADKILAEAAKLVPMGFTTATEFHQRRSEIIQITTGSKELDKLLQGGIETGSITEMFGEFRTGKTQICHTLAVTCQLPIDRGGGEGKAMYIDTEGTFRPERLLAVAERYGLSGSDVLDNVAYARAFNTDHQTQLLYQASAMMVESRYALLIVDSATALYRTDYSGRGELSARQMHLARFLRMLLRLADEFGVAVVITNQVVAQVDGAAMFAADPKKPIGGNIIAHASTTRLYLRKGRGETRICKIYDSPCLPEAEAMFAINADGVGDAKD
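Material: hRad51 filaments on single-stranded DNA; Reagent: Donor/quencher-labelled 47-bp dsDNA substrate; Compound: 10 µM final, single point; Schedule: 37 °C 15-min filament assembly, 30-min compound preincubation, 15-min exchange; Technique: FRET fluorescence, excitation 485 nm, emission 520 nm; Benchmarks: control wells and blank wells on each plate.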
hK5 inh: human KLK5 protease inhibitors, primary screen, biochemical, 1536-well; 210,000 tested, 0.59% active; inhibition, % at 5 µM; recombinant hK5, fluorogenic AMC substrate cleavage; Kallikrein-5 (Homo sapiens), Q9Y337; AID 873, 2007;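 active = inhibition of 40% or more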;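 note: 0% = enzyme controls without compound and 100% = no-enzyme blanks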
14-3-3 Bad inh: inhibitors of 14-3-3 zeta/Bad binding, primary screen, biochemical, TR-FRET, bovine 14-3-3 zeta. 220,000 tested, 0.71% active. inhibition, % at 21.7 µM. TR-FRET 14-3-3zeta/Dy647-pBad peptide displacement, 1 h. 14-3-3 protein zeta/delta (Bos taurus), P63103;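 active = inhibition above about 70%, limit read from the data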;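 note: 0% = full 14-3-3 plus peptide FRET controls and 100% = background without 14-3-3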
FXIa inh 1536: human FXIa protease inhibitors, primary screen, biochemical, 1536-well; inhibition, % at 5 µM; purified FXIa, Boc-Glu-Ala-Arg-AMC fluorogenic substrate; 220,000 tested, 0.14% active; Coagulation factor XI (Homo sapiens), P03951;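 active = inhibition of at least 40%; inactive = inhibition below 40%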;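 note: fluorescence of freed AMC excited at 355 nm; 0% = enzyme without compound and 100% = no enzyme blank; many of its hits are not listed in these tables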
Target sequence (P03951 19-387 limits assumed): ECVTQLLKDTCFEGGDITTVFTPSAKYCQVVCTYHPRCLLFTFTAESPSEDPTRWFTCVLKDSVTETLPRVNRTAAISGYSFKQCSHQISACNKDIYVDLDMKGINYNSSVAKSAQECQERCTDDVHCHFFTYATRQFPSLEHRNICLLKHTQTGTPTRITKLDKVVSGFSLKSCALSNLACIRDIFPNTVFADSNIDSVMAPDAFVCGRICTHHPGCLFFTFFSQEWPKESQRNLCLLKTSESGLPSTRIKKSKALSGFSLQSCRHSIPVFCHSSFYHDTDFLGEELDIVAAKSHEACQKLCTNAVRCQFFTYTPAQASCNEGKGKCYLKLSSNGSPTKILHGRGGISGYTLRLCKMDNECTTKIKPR
Target sequence (P03951 388-625 limits assumed): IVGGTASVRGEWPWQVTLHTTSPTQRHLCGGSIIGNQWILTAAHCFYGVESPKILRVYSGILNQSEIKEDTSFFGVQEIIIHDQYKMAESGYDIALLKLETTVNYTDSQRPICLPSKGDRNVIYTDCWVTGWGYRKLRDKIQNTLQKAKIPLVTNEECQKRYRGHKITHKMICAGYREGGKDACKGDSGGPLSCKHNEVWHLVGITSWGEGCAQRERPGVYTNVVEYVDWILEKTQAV
Wee1 stabilizer: Wee1 degradation inhibitors, primary screen, cell-based, HeLa, Wee1K328M-luciferase, luminescence. Wee1-like protein kinase (Homo sapiens), P30291. HeLa Luc-Wee1K328M stability; 100% = proteasome inhibitor MG132 effect. reporter increase, % at 5 µM. 220,000 tested, 1.2% active. AID 1321, 2008;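 active = activation above the mean of all tested compounds plus 3 SD, set per screening run, cut at about 8.8% in these data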;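 note: cells exposed to compound for 20 h before luminescence read; 0% = DMSO alone and 100% = MG132 at 30 µM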
eIF4E 4G PPI: eIF4E–eIF4G protein interaction inhibitors, primary screen, biochemical, uHTS, TR-FRET, eIF4GI fragment; 220,000 tested, 0.37% active; Eukaryotic translation initiation factor 4E (Mus musculus) + Eukaryotic translation …; inhibition, % at 21.7 µM; TR-FRET eIF4E-eIF4GI(517-606) binding, 2 h;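 active = inhibition above about 30%, limit read from the data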;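 note: 0% = full FRET control wells and 100% = background wells lacking eIF4GI fragment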
Active calls of the source: *; / = no result given; [ ] = another dose, or the depositor's remark.

SMILES	MDM2 E3 inh	FXIIa inh	p97 inhibitor	Rad51 HR inh	hK5 inh	14-3-3 Bad inh	FXIa inh 1536	Wee1 stabilizer	eIF4E 4G PPI
O=C(c1ccc(F)cc1)N1C2CCC1CC(O)(c1ccc(F)cc1)C2 (configuration not stated)	-10.9	0.9	1.9	6.8	-2.1	7.8[fluorescence artefact?]	-0.3	-1.6	2.9
C/C(=N\NC(=O)c1cccc(C)c1)c1cccc(NC(=O)c2ccco2)c1	-5.5	10.6	-4.2	-2.3	-21.2	-11.0	-2.2	-1.4	1.2
CCOc1ccc(-c2nc(CSCC(=O)NCc3ccco3)c(C)o2)cc1	-15.4	15.3	3.5	0.3	6.2	7.8[fluorescence artefact?]	3.8	0.5	3.1[fluorescence artefact?]
CCn1c(C)nc2cc(C(=O)NNC(=S)Nc3ccc(C)cc3)ccc21	/	51.4*	-2.0	-1.4	16.6	-3.4	31.2	0.2	-10.7
CCC(C)NC(=O)CSc1nc2ccccc2c(=O)n1Cc1ccc(OC)cc1 (configuration not stated)	-28.4	4.8	-7.4	-8.6	9.8	2.2	-1.1	-0.6	-2.4
O=C(NC1CCCCC1)c1cccc(Cn2cc(Cl)cn2)c1	-15.3	-1.6	3.6	3.6	7.2	-1.5[fluorescence artefact?]	-1.7	-0.6	4.7
CCN(C(=O)CSc1n[nH]c(-c2cccs2)n1)C1CCS(=O)(=O)C1 (configuration not stated)	-5.1	5.8	0.2	3.4	-3.2	-0.7	2.3	5.6	1.7
COc1ccc(N/C=C/C(=O)c2ccc(Oc3ncccn3)cc2)cc1	-17.6	12.6	-0.2	-4.5	5.8	-3.1	-1.1	-0.9	-31.6
CCOC(=O)Cc1csc(NC(=O)C2C3C=CC(C3)C2C(=O)O)n1 (configuration not stated)	-18.4	-1.3	0.1	3.1	-8.9	-1.9	-4.1	-0.5	3.9
CC(C)(C)OC(=O)N/N=C/c1ccc(C(=O)O)cc1	-11.4	12.5	2.6	-5.5	-8.5	-1.0[fluorescence artefact?]	3.8	1.1	3.2
COc1ccc(C2/C(=C(/O)c3ccccc3)C(=O)C(=O)N2CO)cc1 (configuration not stated)	7.1	10.5	2.8	7.2	-2.0	52.8	9.5	-2.0	0.2
Cc1ccccc1OCCSCc1nc2ccccc2[nH]1	-36.1	10.6	-3.4	-10.3	18.5	1.9	2.7	-0.8	2.4
O=C(Oc1ccc(-c2nnco2)cc1)N1CCCCC1	-18.6	12.3	1.9	1.2	9.0	3.4	-1.5	1.8	-4.4
O=C(N=Nc1c(O)[nH]c2ccccc12)c1cccc(S(=O)(=O)N2CCCCC2)c1	-9.0	3.1	4.6	5.4	-16.9	-14.2	5.3	-2.3	0.2
COc1cccc(-n2ccnc2SCC(=O)N2CCc3ccccc32)c1	-2.8	6.8	2.3	-1.5	0.4	-0.6	1.7	-1.8	-2.2
NC(=O)COc1cccc2cccnc12	-20.4	4.5	1.5	0.2	1.6	-16.2	0.4	4.2	-8.0
O=C(Nc1cccc(F)c1)NC1(C(=O)N2CCN3CCCC3C2)CCCCC1 (configuration not stated)	1.6	18.3	-7.2	3.0	-8.5	-4.0[fluorescence artefact?]	11.1	2.2	0.9
COc1ccc2c(c1)C(C)=CC(C)(C)N2C(=O)Nc1ccccc1	2.2	1.5	0.8	-12.7	-15.2	-11.8	18.9	1.4	4.6
O=C(OCC(=O)N1CCN(C(=O)c2ccco2)CC1)c1ccc(S(=O)(=O)N2CCCCC2)cc1	-5.5	10.6	0.9	8.0	-2.9	-6.6[fluorescence artefact?]	-3.8	-2.4	9.6
C/C(=N\NC(=O)c1ccc2c(c1)OCO2)c1ccc(O)cc1	-7.5	6.7	5.1	1.2	-1.0	-1.1	-2.9	0.1	-7.7
O=C(Nc1ccccc1N1CCCC1)c1ccc2c(c1)OCO2	-9.7	15.1	2.9	1.1	4.3	-9.5	1.3	-2.6	-1.7
CCOC(=O)C1=C(SCC(=O)Nc2ccccc2)NC(=O)C(C#N)C12CCCCC2 (configuration not stated)	5.0	0.9	0.5	-5.0	-1.6	4.4	-0.6	-0.5	2.6
COCc1cc(C)nc(OCC(=O)N/N=C/c2ccco2)c1C#N	2.3	12.7	2.5	/	-13.7	8.3[fluorescence artefact?]	7.5	-1.6	-2.9
CCOc1cc(C)c(Cl)cc1S(=O)(=O)NCc1ccco1	-7.6	2.4	-3.3	0.8	-9.1	9.6[fluorescence artefact?]	-7.5	-2.4	-4.6
O=S(=O)(c1cc(Cl)ccc1Cl)N1CCNCC1	8.8	18.5	4.9	-3.7	3.3	-5.3	7.0	-1.3	-2.5
C/C(=N\OC(=O)c1ccc(OC(C)C)cc1)c1ccc(C)c(C)c1	-18.7	-7.5	1.6	-5.5	-5.4	10.3	-0.2	0.6	-0.1
CCCCC(=O)Nc1nc2ccc(C(=O)OC)cc2s1	-18.4	2.1	-6.2	-9.5	-8.7	-6.2	-2.6	2.7	0.5
CCC(C)c1ccccc1NC(=O)COC(=O)c1ccc(N2CCCC2)c([N+](=O)[O-])c1 (configuration not stated)	-2.0	-0.5	-3.8	-13.7	4.3	3.3[fluorescence artefact?]	-7.5	6.5	3.9[fluorescence artefact?]
Cc1nn2cc(-c3ccc(Cl)cc3)cnc2c1Cl	-23.6	4.0	4.9	-3.6	-2.1	14.5	-1.1	4.4	1.7
CCC1CCCCN1C(=O)CSc1nnc(-c2c[nH]c3ccccc23)o1 (configuration not stated)	-15.9	16.5	5.7	-4.5	-11.9	3.2	5.7	-3.7	0.1
C=CCn1c(C)cc(C(=O)Cn2nc(C(=O)O)c3ccccc3c2=O)c1C	-15.9	11.4	-1.5	-23.4	6.3	-14.6	2.2	0.5	-0.4
CCCn1cc(NC(=O)c2cc(-c3ccccc3)on2)cn1	-33.2	10.1	0.1	-4.0	2.5	-7.3	1.4	-1.7	-5.3
CCN1C(=O)/C(=C2\SC(=S)N(NC(=O)c3ccccc3O)C2=O)c2ccccc21	-5.0	2.5	-3.6	/	-2.6	-1.6	-3.4	0.6	0.8
CCc1c(C)sc2nc3c(C(=O)N4CCOCC4)cc(C(=O)c4ccccc4O)cn3c(=O)c12	4.4	3.5	-2.2	-7.7	0.3	-1.9	-1.9	1.3	0.4
CC1(C)Oc2ccc(C(=O)NC3CCCC3)cc2N(CC(=O)N2CCOCC2)C1=O	-5.8	11.0	1.8	11.2	5.2	11.1	0.2	5.6	1.1
CC(=O)Oc1ccc(-c2cccc(C(=O)NCCCO)c2)cc1	-12.2	15.8	2.2	-0.4	-6.7	-1.7	7.7	-1.4	3.8[fluorescence artefact?]
O=C(CSCCc1ccccn1)Nc1cccnc1	12.1	2.5	3.5	1.1	-1.1	-3.1	6.2	-1.5	5.0
Cc1ccc(CSc2ncccc2C(=O)O)cc1	-2.7	14.1	1.5	-3.4	-4.8	/	4.4	-1.6	/
COC(=O)CCc1sc(Nc2ccc(Br)cc2)nc1-c1ccc(OC)cc1	-4.0	10.3	3.4	-3.6	10.3	-7.3[fluorescence artefact?]	0.2	-1.0	2.4
Cc1ccc2cc3cc(C(=O)N4CC(C)CC(C)C4)oc3nc2c1 (configuration not stated)	/	14.8	-2.7	7.9	-3.4	0.5	2.7	-1.4	-4.6[fluorescence artefact?]

An excerpt taken from the entries so far:
SMILES	MDM2 E3 inh	FXIIa inh	p97 inhibitor	Rad51 HR inh	hK5 inh	14-3-3 Bad inh	FXIa inh 1536	Wee1 stabilizer	eIF4E 4G PPI
O=C(Nc1cccc(F)c1)NC1(C(=O)N2CCN3CCCC3C2)CCCCC1 (configuration not stated)	1.6	18.3	-7.2	3.0	-8.5	-4.0[fluorescence artefact?]	11.1	2.2	0.9
COc1ccc2c(c1)C(C)=CC(C)(C)N2C(=O)Nc1ccccc1	2.2	1.5	0.8	-12.7	-15.2	-11.8	18.9	1.4	4.6
O=C(OCC(=O)N1CCN(C(=O)c2ccco2)CC1)c1ccc(S(=O)(=O)N2CCCCC2)cc1	-5.5	10.6	0.9	8.0	-2.9	-6.6[fluorescence artefact?]	-3.8	-2.4	9.6
C/C(=N\NC(=O)c1ccc2c(c1)OCO2)c1ccc(O)cc1	-7.5	6.7	5.1	1.2	-1.0	-1.1	-2.9	0.1	-7.7
O=C(Nc1ccccc1N1CCCC1)c1ccc2c(c1)OCO2	-9.7	15.1	2.9	1.1	4.3	-9.5	1.3	-2.6	-1.7

Other records:
SMILES	MDM2 E3 inh	FXIIa inh	p97 inhibitor	Rad51 HR inh	hK5 inh	14-3-3 Bad inh	FXIa inh 1536	Wee1 stabilizer	eIF4E 4G PPI
Cc1cc(=O)cc(C)n1-c1ccc(Cl)cc1	-11.2	1.1	-2.4	10.4	-11.2	-2.4	-6.1	-1.4	1.7
COc1ccc2[nH]cc(C(=O)CN3CCCCC3)c2c1	-8.9	6.8	6.6	-4.7	-14.6	6.3	-1.6	-0.1	3.7
O=[N+]([O-])c1cccc(/C=N/Nc2nc(NCc3ccccc3)nc(N3CCOCC3)n2)c1O	-15.8	-1.4	6.2	/	-18.9	-10.8	-5.8	0.2	-1.5
CCOC(=O)CCN(Cc1cccs1)S(=O)(=O)c1ccc(Cl)cc1	-6.1	2.8	-8.8	-3.5	-18.6	-3.0	-2.9	2.6	5.3
Cn1c(N)c(C(=O)CSc2nc3ccccc3[nH]2)c(=O)n(C)c1=O	-2.5	6.5	2.3	0.5	2.2	-1.5	0.6	2.3	-2.1
CN(C)S(=O)(=O)c1cccc(NC(=S)Nc2cc(Cl)cc(Cl)c2)c1	-1.6	3.6	-7.3	10.2	-17.6	-7.2	-8.4	0.3	3.2
COc1ccc(/C=N/NS(=O)(=O)c2ccccc2)cc1OC(=O)c1ccc(C)cc1	-8.0	-6.9	3.3	/	-0.2	-4.7	-5.7	-0.6	-6.7[fluorescence artefact?]
CC(=O)Nc1ccc(NC(=O)C(C)OC(=O)C2(c3ccc(Cl)cc3)CCCC2)cc1 (configuration not stated)	-1.9	5.9	-1.5	-1.0	-9.8	-2.3[fluorescence artefact?]	-4.3	-1.0	2.9
CCc1ccc(CN(C)C(=O)CCc2nnc(COc3ccccc3)o2)cc1	-8.8	6.1	-6.3	-14.3	-1.0	0.7	-3.8	0.0	-1.6
Cc1ccc(C)n1-n1c(C)nc2scc(-c3cccs3)c2c1=O	6.1	4.0	14.8*	3.1	1.7	-4.4[fluorescence artefact?]	9.2	8.2	8.0
O=C(NCc1ccco1)C1OCCc2ccccc21 (configuration not stated)	-14.3	7.5	8.7	-7.3	4.5	11.7[fluorescence artefact?]	-3.3	-1.7	2.3
Cc1ccc(NC(=O)c2ccc(Nc3ccccc3F)nc2)cc1	-15.2	3.0	-0.7	-3.9	-17.3	-2.5[fluorescence artefact?]	0.2	4.0	9.3
